KLF5 inhibitor = suppresses KLF5 promoter-driven expression. inhibition, % at 5 µM. DLD-1 KLF5 promoter-luciferase reporter, luminescence. 290,000 compounds, 0.23% hits;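 active means inhibition above a per-plate limit of that plate's mean compound inhibition plus 3 SD, cut at about 60% in these data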;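 further: 0% = DMSO wells and 100% = LY294002 at 200 µM; higher means less KLF5 promoter-driven luciferase light; inactives centre near -14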
Platelet DG rel = modulates dense granule release in human platelets. inhibition, %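 (compounds screened at 7.5 µM in platelet-rich plasma)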. human platelet-rich plasma, SFLLRN dense granule ATP release, luminescence. 300,000 compounds, 0.22% hits;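 active means mean replicate score, as percent of positive control, at or above 50; inconclusive means mean below 50 but at least one replicate at or above 50; inactive means mean and every replicate below 50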
AI-2 QS modul = modulators of Vibrio harveyi AI-2 quorum sensing system; 300,000 compounds, 0.4% hits; Vibrio harveyi JMH597 AI-2 luminescence/OD600 ratio, 9 h; hits give low values; strain lacks LuxN and CqsS sensors; 0 = neutral-control median; activity change, % at 7.5 µM; in the data active means activity change below about -75%, passing the limit was not always enough; inconclusive means no clear call, values can overlap the other calls;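 further: luminescence divided by OD600 gain over 9 h not by final OD600 alone; inactives centre near 13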
aSyn 5UTR inh = MLPCN primary screen, SNCA 5' untranslated region; inhibition, % (tested at 7.5 µM); 300,000 compounds, 0.82% hits; alpha-synuclein 5'UTR reporter, inhibitor activity; AID 1813; in the data active means inhibition above about 60%; inconclusive means no clear call, values can overlap the other calls;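 further: H4 neuroglioblastoma cells stably carrying SNCA 5'UTR luciferase fusion; 0% = DMSO wells and 100% = positive control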
IEC-6 tox = IEC-6 cytotoxicity, counter-screen for KLF5 inhibitors | 290,000 compounds, 0.78% hits | inhibition, % at 5 µM | luminescence viability | AID 1825; in the data active means inhibition above about 22%;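 further: 0% = plate median of test compound wells and 100% = cytotoxic reference compound wells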
HSP90 inh = inhibitors of HSP90 luciferase refolding in rabbit reticulocyte lysate; luciferase refolding luminescence, 3 h; inhibition, % at 5.6 µM; AID 1789; 290,000 compounds, 0.91% hits;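 active means inhibition above the screen-wide mean plus 3 SD, computed separately per campaign, cut at about 16% in these data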;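 further: 0% = DMSO wells and 100% = 60 µM geldanamycin wells; inhibitors lower the luminescence because luciferase stays unfolded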
HSF-1 act = increases HSF-1 driven luciferase reporter signal; NIH3T3-HGL HSF-1 luciferase reporter, MG132, 8 h; 100% = twice DMSO control signal; activation, % at 9 µM; 300,000 compounds, 1.7% hits; AID 504408;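 active means mean replicate activation of at least 50% with a set share of replicates each reaching 50%; inconclusive means only one of those two conditions met; inactive means mean below 50% and too few replicates reaching it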;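 further: 0% = median of the neutral control wells and 100% = twice that signal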
HIF activator = HIF pathway transcriptional activation; U2OS HRE-luciferase reporter, luminescence; normalized: DMSO 0%, desferrioxamine 100%; activation, % at 7.5 µM (by protocol); 300,000 compounds, 0.32% hits;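 active means mean activation of at least 10% of the iron chelator positive control signal, with at least half of replicates also reaching 10%; inconclusive means mean and replicate majority disagree about reaching 10%; inactive means mean and most replicates under 10%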
HSF1 inhib = HSF1 inhibition; 300,000 compounds, 0.77% hits; activity change, negative = inhibition, % at 7.5 µM (by protocol); NIH3T3-HGL HSE-luciferase, MG132-induced, luminescence 8 h; hits give low values;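 active means more than half of replicate wells show activity change below -50%, luminescence cut by over half; inconclusive means some wells, but at most half, below -50%; inactive means no replicate well below -50%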;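 further: luciferase reports HSF-1 transcriptional activity via heat shock element; 0% = median of DMSO wells and -100% = zero luminescence signal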
HDAC3 inhib = inhibitors of human histone deacetylase 3 | O15379 | recombinant HDAC3, fluorogenic peptide/trypsin coupled, fluorescence | inhibition, % at 8.3 µM | 320,000 compounds, 0.15% hits | AID 2718; in the data active means inhibition above about 26%, passing the limit was not always enough; inconclusive means no clear call, values can overlap the other calls
Target sequence (O15379 whole entry, looked up): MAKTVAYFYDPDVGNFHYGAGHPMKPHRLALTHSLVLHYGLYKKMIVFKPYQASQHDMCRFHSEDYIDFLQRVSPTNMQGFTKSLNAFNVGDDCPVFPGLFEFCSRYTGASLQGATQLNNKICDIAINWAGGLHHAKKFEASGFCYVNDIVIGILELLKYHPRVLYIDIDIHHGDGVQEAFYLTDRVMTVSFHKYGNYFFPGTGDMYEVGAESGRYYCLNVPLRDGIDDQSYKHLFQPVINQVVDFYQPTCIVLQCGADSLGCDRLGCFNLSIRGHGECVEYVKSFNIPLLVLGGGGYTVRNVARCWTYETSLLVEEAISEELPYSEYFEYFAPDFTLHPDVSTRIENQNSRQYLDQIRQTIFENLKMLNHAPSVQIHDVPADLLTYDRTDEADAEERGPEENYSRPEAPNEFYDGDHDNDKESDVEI
* hit, by the source's call; ? = inconclusive; nt = no result given.

The line under a structure holds: KLF5 inhibitor | Platelet DG rel | AI-2 QS modul | aSyn 5UTR inh | IEC-6 tox | HSP90 inh | HSF-1 act | HIF activator | HSF1 inhib | HDAC3 inhib
O=C(N/N=C/c1cccc(F)c1)c1c(O)c2ccccc2[nH]c1=O
→ -13 | 12 | 18 | -37 | 2 | 3 | -6 | 0.3 | -7 | -3
Cc1cccc(N2CCN(C(=O)c3cc(COc4ccc(F)c(F)c4)on3)CC2)n1
→ -34 | 1 | 10 | -20 | -3 | -7 | 5 | 3.2 | 17 | 6
CNC(=S)N/N=C/C1=CCC2CC1C2(C)C (stereo not drawn)
→ 4 | 1 | -7 | 12 | -4 | 0 | -8 | nt | 6 | 1
COc1cc(CN(CCc2c(C)[nH]c3ccc(C)cc23)C(=S)NC(C)(C)C)cc(OC)c1OC
→ 11 | -18 | 3 | 1 | 6 | 5 | 8 | -0.1 | 15 | -10
O=C1/C(=C/c2ccccc2)NC(=S)N1C(c1ccccc1)c1ccccc1
→ -8 | -3 | 16 | -3 | 2 | 15 | -9 | 1.9 | -4 | -2
Cc1ccc(CNCC(=O)Nc2cccc(S(=O)(=O)NC3=NCCCCC3)c2)cc1
→ -3 | 2 | 41 | -5 | 3 | 4 | 6 | -0.2 | 5 | nt
O=C(NNC(=O)c1cccc(Br)c1)C(=O)N1CCCCC1
→ -4 | -4 | 8 | -24 | 2 | 2 | 3 | -0.1 | 0 | 4
Cc1cccc(NC(=O)c2ccccc2NC(=O)C(C)(C)C)n1
→ -31 | nt | 5 | -15 | -1 | -3 | -9 | 1.0 | -2 | 11
Cn1nnnc1SCc1nnc(-c2ccc(Cl)cc2)o1
→ -18 | 7 | 52 | -75 | 9 | 4 | 9 | 2.6 | 14 | -1
CN(C(=O)c1ccno1)c1nnc(-c2cccnc2)s1
→ -32 | -3 | 30 | -10 | 2 | -3 | 14 | -0.1 | -8 | 1
C/C=C/Cn1c(SCCCc2ccccc2)nc2c1c(=O)[nH]c(=O)n2C
→ 4 | -1 | 40 | 17 | -2 | 3 | 15 | 0.2 | 0 | 7
OC(COc1ccc2ccccc2c1Br)Cn1cnc(-c2ccccc2)c1 (stereo not drawn)
→ -4 | -6 | 15 | 12 | -3 | 1 | -85 | 0.1 | -82* | -8
COc1ccc(OCc2nnc(SCC(=O)Nc3ccccc3Cl)o2)cc1
→ -9 | 2 | 12 | 8 | -2 | 0 | 7 | -0.5 | 1 | 2
Cc1ccc2[nH]c(=O)c(CN(C)S(=O)(=O)c3cccc4nonc34)cc2c1
→ -26 | 8 | 8 | -6 | -2 | 0 | -23 | -0.3 | -3 | 3
COc1ccc(-c2cn[nH]c2-c2ccc(OCC(=O)NN)cc2O)cc1
→ -29 | 0 | 18 | 21 | -2 | -1 | -11 | -0.1 | 5 | 17
O=C(Oc1cc2oc(=O)cc(-c3ccccc3)c2cc1Cl)C1CCCCC1
→ 11 | -9 | 0 | -15 | -4 | 1 | -28 | 0.7 | -7 | -19
CC(C)CN(C(=O)CC1CCCC1)c1c(N)n(Cc2ccccc2)c(=O)[nH]c1=O
→ nt | 10 | 4 | -3 | nt | nt | -3 | -0.2 | 4 | -4
O=C(Cc1cccs1)Nc1nnc(Cc2ccc(F)cc2)s1
→ -2 | 11 | 5 | 24 | 1 | 7 | -13 | 0.6 | 1 | nt
Cc1nc2sccn2c(=O)c1S(=O)(=O)N1CCN(c2ccccc2)CC1
→ -4 | 10 | -3 | -23 | 2 | -2 | 0 | 0.0 | -8 | nt
O=C(Cn1c(NCCCO)nc2ccccc21)c1ccc(Cl)cc1Cl
→ 4 | -13 | -15 | 2 | 3 | 3 | 5 | -0.3 | -3 | -4

No new results follow: entries from further up.
The line under a structure holds: KLF5 inhibitor | Platelet DG rel | AI-2 QS modul | aSyn 5UTR inh | IEC-6 tox | HSP90 inh | HSF-1 act | HIF activator | HSF1 inhib | HDAC3 inhib
O=C(N/N=C/c1cccc(F)c1)c1c(O)c2ccccc2[nH]c1=O
→ -13 | 12 | 18 | -37 | 2 | 3 | -6 | 0.3 | -7 | -3
Cc1cccc(N2CCN(C(=O)c3cc(COc4ccc(F)c(F)c4)on3)CC2)n1
→ -34 | 1 | 10 | -20 | -3 | -7 | 5 | 3.2 | 17 | 6
CNC(=S)N/N=C/C1=CCC2CC1C2(C)C (stereo not drawn)
→ 4 | 1 | -7 | 12 | -4 | 0 | -8 | nt | 6 | 1
COc1cc(CN(CCc2c(C)[nH]c3ccc(C)cc23)C(=S)NC(C)(C)C)cc(OC)c1OC
→ 11 | -18 | 3 | 1 | 6 | 5 | 8 | -0.1 | 15 | -10
O=C1/C(=C/c2ccccc2)NC(=S)N1C(c1ccccc1)c1ccccc1
→ -8 | -3 | 16 | -3 | 2 | 15 | -9 | 1.9 | -4 | -2

(more compounds)
The line under a structure holds: KLF5 inhibitor | Platelet DG rel | AI-2 QS modul | aSyn 5UTR inh | IEC-6 tox | HSP90 inh | HSF-1 act | HIF activator | HSF1 inhib | HDAC3 inhib
Cc1cc(C)nc(N2CCN(C(=O)c3ccc(S(=O)(=O)N4CCCCCC4)cc3)CC2)n1
→ -10 | 7 | 9 | -7 | 4 | -3 | -3 | 0.7 | -2 | -2
Cn1c(=O)c2[nH]c(-c3ccccc3Cl)c(O)c2n(C)c1=O
→ -27 | -12 | 16 | -45 | 1 | -6 | 10 | 0.9 | -2 | nt
CCNC(=S)N1CCN(S(=O)(=O)c2ccc(C)cc2)CC1
→ -2 | 0 | 21 | 8 | -8 | 1 | -3 | 0.0 | -6 | 5
COc1ccc(NC(=O)Nc2c(SC)nsc2SC)cc1
→ -46 | -8 | 9 | -14 | 4 | 2 | 23 | -0.4 | 13 | -4
CN(NC(=O)c1ccc(Cl)cc1)c1nc(-c2ccccc2)nnc1C(F)(F)F
→ -28 | 2 | 25 | -5 | 4 | 0 | 16 | 0.4 | -6 | 2
CC1(C)C2CCC1(CS(=O)(=O)Nc1ccc(S(=O)(=O)NC3CCCCC3)cc1)C(=O)C2 (stereo not drawn)
→ 0 | -11 | 29 | 14 | -2 | -1 | 31 | 0.1 | 12 | nt
COc1cc(C=O)ccc1OCCCOc1ccccc1[N+](=O)[O-]
→ -30 | 3 | 13 | -95 | 5 | -4 | 23 | 2.0 | 24 | 9
CCCCn1c(SCc2nc(N)nc(Nc3ccccc3C)n2)nc2ccccc2c1=O
→ -11 | -4 | 11 | 13 | 3 | -1 | 19 | -0.1 | 9 | 0
O=C(c1ccccc1Br)N1CCc2c([nH]c3ccccc23)C1
→ -13 | 6 | 16 | 13 | -6 | -3 | 12 | 1.1 | -1 | 3
O=C1c2ccccc2C(=O)N1CCCCON1C(=O)c2ccccc2C1=O
→ -2 | -23 | 34 | -6 | -4 | -3 | -3 | -0.1 | -4 | -1
COCCNC(=O)C(=O)Nc1cc2c3c(c1)C(C)C(=O)N3CCC2 (stereo not drawn)
→ -41 | -8 | 30 | 7 | -6 | 1 | -10 | -0.2 | 7 | 5
O=C(Nc1cccnc1)OCc1ccccc1
→ -73 | 9 | -11 | -37 | -4 | -2 | 9 | 1.6 | 4 | -1
C/C(CC(=O)Nc1ccc(N(C)C)cc1)=N\NC(=O)c1ccc(Cl)cc1Cl
→ -48 | 0 | 14 | -58 | 0 | -6 | -15 | 0.5 | 2 | -1
C=C(C(=O)c1ccccc1)C(C)CC(=O)c1ccccc1 (stereo not drawn)
→ -21 | -1 | 13 | -32 | -4 | 1 | ? | 0.1 | 60 | 6
COc1cc(C(=O)Nc2ccc(O)cc2)ccc1OC(C)=O
→ -51 | 26 | 8 | -23 | -10 | -5 | -50 | 0.2 | -38 | 3
CCOC(=O)c1ccccc1NC(=O)COC(=O)c1ccccc1C(=O)N(C)c1ccccc1
→ nt | 0 | 12 | 15 | nt | nt | 7 | 0.0 | 0 | -2
CC(=O)NCCn1c(SCC(=O)NC2CCCCC2)nc2ccccc2c1=O
→ -8 | -8 | 1 | 12 | -4 | -2 | -4 | 0.0 | 0 | -7
COC(=O)c1ccccc1NC(=O)c1ccc(-c2ccc(Br)cc2)o1
→ -24 | -1 | 0 | -106 | 13 | 12 | -57 | 4.0 | -48 | 5
CCCOc1cccc(C(=O)N2CCN(C(=O)C3CCCO3)CC2)c1 (stereo not drawn)
→ -15 | -14 | 2 | -7 | -3 | 2 | -10 | 0.0 | -3 | -6
CCN(CC)CCNC(=O)c1ccc(NC(=O)c2c(F)cccc2Cl)cc1
→ 9 | 6 | -1 | -5 | 3 | 4 | -3 | 0.9 | -2 | ?
COCCNc1nc(-c2cc(-c3ccccc3)on2)cc(C(C)C)n1
→ nt | 1 | 11 | 5 | nt | nt | 22 | 0.1 | 0 | -5
CCOC(=O)CN1C(=O)N(c2ccccc2OC)S(=O)(=O)c2ccccc21
→ -32 | -9 | 18 | -1 | 2 | 7 | -10 | -0.6 | -1 | 1
Cc1ccc2cc3cc(C(=O)NCCCN4CC(C)CC(C)C4)oc3nc2c1 (stereo not drawn)
→ -4 | 0 | 17 | -7 | 3 | 2 | 6 | 1.3 | 0 | -28
CC(OC(=O)Cn1cnc2ccccc2c1=O)C(=O)N(C)c1ccccc1 (stereo not drawn)
→ nt | 5 | 18 | -20 | nt | nt | 4 | 0.9 | -6 | -8
O=C(Cc1ccc(Br)cc1)N/N=C/c1cccnc1
→ -31 | -4 | 1 | -1 | -6 | 4 | -1 | -0.2 | -12 | nt
CCCCCc1c2c(cc(O)c1C(=O)O)OC(=O)c1c(cc(OC)cc1C(=O)CCCC)O2
→ -4 | -1 | 21 | 9 | 3 | -11 | 12 | 0.1 | 12 | 5
Cn1c(=N)n(CC(=O)c2cccs2)c2ccccc21
→ -22 | -1 | 32 | -92 | 7 | 0 | 12 | 1.9 | 7 | 1
O=C(CNC(=S)N(Cc1ccccc1)Cc1cccnc1)NC1CCCC1
→ 16 | -2 | 39 | 9 | 4 | 5 | ? | 0.1 | 25 | -1
CCC1=C(C)CN(C(=O)NCCc2ccc(S(=O)(=O)NC(=O)NC3CCC(C)CC3)cc2)C1=O (stereo not drawn)
→ nt | 1 | 15 | 17 | nt | nt | 38 | -0.1 | 6 | 0
CCN(Cc1ccccc1)Cc1nc(CCc2ccccc2)no1
→ -4 | 7 | 19 | -13 | 6 | -3 | -37 | 0.5 | -23 | -3
CCOC(=O)C1CCN(C(=O)c2cc3c(ccc4ccccc43)o2)CC1
→ -175 | 4 | 20 | -115 | -4 | -2 | 77* | 4.6 | 52 | -4
O=C(Nc1ccccc1C(F)(F)F)Nc1cccc2ccccc12
→ 4 | 2 | 17 | 7 | 2 | 2 | -12 | -0.3 | -3 | -9
COc1cccc(NC(=O)c2nnn(Cc3ccc(Br)cc3F)c2N)c1
→ 12 | 2 | 18 | -80 | 0 | -5 | 70* | 2.7 | 49 | 7
